Screening data as filed in PubChem.
Artemis inh: inhibitors of human Artemis endonuclease activity | Q96SD1 | recombinant Artemis, quenched FAM hairpin cleavage fluorescence | inhibition, % at 10 µM | 0.78% of 30,000 active | AID 686954;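 active means at 10 µM dose, at least 30% inhibition, measured as corrected fluorescence normalized to stimulator and neutral control wells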
Target sequence (Q96SD1 whole entry, looked up): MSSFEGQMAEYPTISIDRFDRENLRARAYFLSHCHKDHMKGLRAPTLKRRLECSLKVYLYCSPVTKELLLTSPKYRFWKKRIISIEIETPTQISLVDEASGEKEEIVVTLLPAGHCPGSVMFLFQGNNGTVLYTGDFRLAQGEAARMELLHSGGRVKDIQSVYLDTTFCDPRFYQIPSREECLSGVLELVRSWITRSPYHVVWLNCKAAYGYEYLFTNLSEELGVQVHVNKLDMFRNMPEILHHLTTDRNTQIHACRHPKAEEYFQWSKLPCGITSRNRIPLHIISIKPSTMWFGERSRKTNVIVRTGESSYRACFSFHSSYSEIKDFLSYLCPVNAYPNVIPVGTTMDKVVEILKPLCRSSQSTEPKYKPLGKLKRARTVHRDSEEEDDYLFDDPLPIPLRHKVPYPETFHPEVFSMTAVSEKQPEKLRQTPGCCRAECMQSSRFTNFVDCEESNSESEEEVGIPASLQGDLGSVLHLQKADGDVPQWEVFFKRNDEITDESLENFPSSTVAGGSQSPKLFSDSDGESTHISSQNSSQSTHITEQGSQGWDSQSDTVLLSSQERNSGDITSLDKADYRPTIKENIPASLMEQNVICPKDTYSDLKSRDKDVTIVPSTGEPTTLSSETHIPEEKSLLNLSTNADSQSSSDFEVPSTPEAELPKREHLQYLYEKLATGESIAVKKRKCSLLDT
* marks the source's active call; other numbers are inactive results. These rows are one share of the data; count on the stated rates, not on these rows.

SMILES | Artemis inh
Cc1cc(NC(=O)CSc2nnc(-c3ccc(Cl)s3)o2)no1 | -6
Cc1ccc(Cn2c(Cc3ccccc3)nc3ccccc32)cc1 | 14
Cn1c(CNc2nc(-c3ccccc3)cs2)nnc1SCC(=O)OC1CCCCC1 | 12
Cn1c(=O)[nH]c(=O)c2c1nc1n2CCCS1 | -4
Cc1ccc(C(=O)Nc2ccc3c(c2)OCO3)cc1S(=O)(=O)N1CCCC1 | -7
O=C(CSc1nc2ccccc2s1)N1CCN(C(=O)c2ccco2)CC1 | 1
CC(C)C(=O)Nc1ccc(C(=O)NCc2cccnc2)cc1 | -2
CN(c1ccc(S(=O)(=O)N2CCOCC2)cn1)C1CCCCC1 | 1
CC(C)c1c(C#N)c(N)nc(SCC(=O)c2cc3ccccc3oc2=O)c1C#N | 4
CCOc1ccc(NC(=O)Cc2c(O)c3ccccc3[nH]c2=O)cc1 | -3
CC1Cc2ccccc2N1C(=O)COC(=O)c1ccc(S(=O)(=O)N(C)C)cc1 (stereo not given) | 4
Cc1cc(C)c(S(C)(=O)=O)c(Oc2cccc(Cl)c2)n1 | 2
CCC1CCCCN1C(=O)N[C@@H](CCSC)C(=O)OC (stereo not given in full) | -2
O=C(OCCN1C(=O)CCC1=O)c1ccc(S(=O)(=O)N2CCCCC2)cc1 | 0
Nc1nc(N2CCCCC2)nc2ccccc12 | 1
O=C(Cc1ccccc1)NCCCc1ccccc1 | -1
CCCCc1c(O)nc(SCC(=O)N2CCOCC2)[nH]c1=O | 2
COc1ccc(C(=O)Nc2cccc(C(=O)N3CCN(C)CC3)c2)cc1 | 4
COc1ccc(OC)c(NC(=O)Nc2ccccc2C)c1 | 1
CN(C(=O)c1ccncc1)c1nnc(-c2ccncc2)s1 | 2
COc1cc(S(=O)(=O)N2CCN(Cc3ccccc3)CC2)ccc1Br | -2
Cc1cc(OC(=O)c2ccccc2)n(CCC#N)n1 | 10
N#Cc1nc(-c2cccs2)oc1NCc1ccccc1 | -4
O=C(O)CC1Sc2ccccc2NC1=O (stereo not given) | -3
O=C(COc1ncnc2cc([N+](=O)[O-])ccc12)NCc1ccc2c(c1)OCO2 | 9
COC(=O)C1=C(C(=O)c2ccc(C)cc2)C(c2ccc(O)c(OC)c2)n2nnnc2N1 (stereo not given) | 2
COc1ccc(NC(=O)Cn2nnc(-c3ccccc3F)n2)cc1 | -9
CN(c1ccccc1)S(=O)(=O)c1cc(C(=O)N2CCN(c3ccccn3)CC2)ccc1Cl | 2
C=CCSc1nnc(-c2cc3c(s2)-c2ccccc2CC3)o1 | 1
Cc1ccc(S(=O)(=O)N(Cc2ccc(F)cc2)Cc2ccco2)cc1 | 1
CCOc1ccc(N2C(=O)CC(N3CCN(c4ccc(C(=O)c5ccncc5)cc4)CC3)C2=O)cc1 (stereo not given) | 0
CCOC(=O)c1cc(CN2CCOCC2)oc1-c1ccccc1 | 3
COc1ccccc1CN(Cc1cc2cc(C)ccc2[nH]c1=O)Cc1nnnn1Cc1ccco1 | 12
S=C(NCCSCc1ccc(Cl)c(Cl)c1)Nc1ccccc1 | 16
CC1CCCCN1C(=O)CSc1nnc(-c2ccc(Cl)s2)o1 (stereo not given) | -2
O=C(c1ccco1)N1CCN(C2CCCC2)CC1 | -1
CCn1c(SCC(=O)Nc2cccc(NC(=O)c3cccs3)c2)nnc1-c1ccncc1 | 1
CC(C)[C@H](NC(=O)NCc1ccco1)C(=O)O | -2
Cc1ccc(C(=O)Nc2c(C#N)c(C)c(C)n2Cc2ccccc2)cc1 | -6
COc1ccccc1CN(C)C(=O)c1ccc2c(c1)NC(=O)CS2 | 10
Cc1ccc(-n2c(SCC(=O)NCc3cccs3)nnc2-c2ccoc2C)cc1 | 10
CC(C)C[C@H](NC(=O)Nc1ccccc1F)C(=O)O | -1
O=C(CN(Cc1ccco1)S(=O)(=O)c1cccs1)Nc1ccccc1C(F)(F)F | -1
O=C(CCc1nc(-c2ccccc2F)no1)Nc1ccc(Oc2ccccc2)cc1 | 0
CCOC(=O)N1CCC(NC(=O)CCC(=O)N2CC(C)Oc3ccc(Cl)cc32)CC1 (stereo not given) | 0
CC1CCCCN1c1nc(-c2ccncc2)nc2ccccc12 (stereo not given) | 10
Cc1ccc(C)c(S(=O)(=O)N2CCN(C(=O)Cn3c(C(F)(F)F)nc4ccccc43)CC2)c1 | 4
CC1(C)CC(NC(=O)CC2CCCCC2)CC(C)(C)N1 | 5
O=C(NCc1ccc2c(c1)OCO2)c1ccc(N2C(=O)C3CCCCC3C2=O)cc1 (stereo not given) | 2
Cc1cccc(C)c1NC(=O)C1CCCN(CCCc2ccccc2)C1 (stereo not given) | -7
Cn1c(SCC(=O)NCc2ccco2)nnc1-c1ccccc1 | -7
Clc1cccc2sc(-c3nnc(-c4ccccc4)o3)c(Cl)c12 | -2
COc1cc2c(cc1NC(=S)Nc1cccc3ccccc13)oc1ccccc12 | -1
Cc1c(C#N)c2ncn(CCCN(C)C)c(=O)c2n1-c1ccccc1 | 2
Cc1nnc(SCc2cccs2)[nH]c1=O | 1
CCCCCNc1c(C(=O)OCC)c(=O)[nH]c2ccccc12 | 6
COc1ccc(Cl)c(N2CCN(CCCNC(=O)Nc3ccc(C)cc3)CC2)c1 | 0
O=C1CC(N2CCC(c3nc4ccccc4o3)CC2)C(=O)N1Cc1cccs1 (stereo not given) | -3
COc1ccccc1NC(=O)Cn1cnc2sc(C(=O)NCc3ccco3)c(C)c2c1=O | 3
CCCCOc1ccc(C2CC(=O)N(C)C2=O)cc1 (stereo not given) | 6

Laid out differently: 21 of the compounds above
Compound	Artemis inh
CCn1c(SCC(=O)Nc2cccc(NC(=O)c3cccs3)c2)nnc1-c1ccncc1	1
CC(C)[C@H](NC(=O)NCc1ccco1)C(=O)O	-2
Cc1ccc(C(=O)Nc2c(C#N)c(C)c(C)n2Cc2ccccc2)cc1	-6
COc1ccccc1CN(C)C(=O)c1ccc2c(c1)NC(=O)CS2	10
Cc1ccc(-n2c(SCC(=O)NCc3cccs3)nnc2-c2ccoc2C)cc1	10
CC(C)C[C@H](NC(=O)Nc1ccccc1F)C(=O)O	-1
O=C(CN(Cc1ccco1)S(=O)(=O)c1cccs1)Nc1ccccc1C(F)(F)F	-1
O=C(CCc1nc(-c2ccccc2F)no1)Nc1ccc(Oc2ccccc2)cc1	0
CCOC(=O)N1CCC(NC(=O)CCC(=O)N2CC(C)Oc3ccc(Cl)cc32)CC1 (stereo not given)	0
CC1CCCCN1c1nc(-c2ccncc2)nc2ccccc12 (stereo not given)	10
Cc1ccc(C)c(S(=O)(=O)N2CCN(C(=O)Cn3c(C(F)(F)F)nc4ccccc43)CC2)c1	4
CC1(C)CC(NC(=O)CC2CCCCC2)CC(C)(C)N1	5
O=C(NCc1ccc2c(c1)OCO2)c1ccc(N2C(=O)C3CCCCC3C2=O)cc1 (stereo not given)	2
Cc1cccc(C)c1NC(=O)C1CCCN(CCCc2ccccc2)C1 (stereo not given)	-7
Cn1c(SCC(=O)NCc2ccco2)nnc1-c1ccccc1	-7
Clc1cccc2sc(-c3nnc(-c4ccccc4)o3)c(Cl)c12	-2
COc1cc2c(cc1NC(=S)Nc1cccc3ccccc13)oc1ccccc12	-1
Cc1c(C#N)c2ncn(CCCN(C)C)c(=O)c2n1-c1ccccc1	2
Cc1nnc(SCc2cccs2)[nH]c1=O	1
CCCCCNc1c(C(=O)OCC)c(=O)[nH]c2ccccc12	6
COc1ccc(Cl)c(N2CCN(CCCNC(=O)Nc3ccc(C)cc3)CC2)c1	0

The list continues.
SMILES | Artemis inh
COCCn1c(SCc2ccccc2Cl)nc2c1c(=O)[nH]c(=O)n2C | -7
Cc1cc(C)c2oc(=O)cc(CN3CCN(Cc4ccc5c(c4)OCO5)CC3)c2c1 | 9
O=C(OCn1nnc2ccccc2c1=O)c1ccc2ccccc2n1 | -7
O=C(NC1CC1)C1=NOC(CNc2ncc(C(F)(F)F)cc2Cl)C1 (stereo not given) | -4
COC(=O)CCN(C(=O)c1ccc2c(c1)OCO2)c1ccccn1 | -3
C/C(=N\NC(=O)c1ccccc1)c1ccc(N2CCOCC2)cc1 | 6
CCCCC(c1nnnn1CS(=O)(=O)c1ccc(C)cc1)N1CCN(c2ccccc2)CC1 (stereo not given) | 12
O=C(Oc1ccc2c(c1)C(=O)c1ccccc1CO2)c1ccccc1 | 7
Cc1cc(NC(=O)COC(=O)COc2ccc(C(=O)c3ccccc3)cc2)no1 | -1
c1cc(CNc2ccc3c(c2)OCO3)ccn1 | 3
COc1ccccc1N(CC(=O)Nc1ccc2c(c1)OCCO2)S(C)(=O)=O | -1
Cc1ccc(S(=O)(=O)N[C@H](C(=O)Oc2ccc3c(C(F)(F)F)cc(=O)oc3c2)c2ccccc2)cc1 | 6
CCCCn1c(SCC(=O)c2ccc(OC)cc2OC)nc2cc(S(N)(=O)=O)ccc21 | 6
CCOC(=O)C1CCCN(c2nc3ccccc3nc2C(C#N)C(=O)NCc2ccccc2)C1 (stereo not given) | 2
Cn1nnnc1SCC(=O)Nc1nc(-c2ccccc2)c(-c2ccccc2)o1 | 20
CCOCC(=O)Nc1nc2ccc(C)cc2s1 | -7
COc1ccc(C(CNC(=O)c2ccc(-n3cnnn3)cc2)N2CCOCC2)cc1 (stereo not given) | -6
Cc1cc(/C=C(/C#N)c2nc3ccccc3[nH]2)c(C)n1-c1cccc([N+](=O)[O-])c1 | 21
COc1ccc(N/C=C/C(=O)c2ccc(C)cc2)c([N+](=O)[O-])c1 | -2
CCOc1ccc(-c2ncncc2-c2ccc(OC)cc2)c(O)c1 | -2
CC(=O)N(c1ccc2oc(=O)sc2c1)S(=O)(=O)c1ccccc1 | 0
COc1ccccc1C1C(C(=O)c2cc3ccccc3o2)=C(O)C(=O)N1CCN(C)C (stereo not given) | 19
O=C(c1ccco1)[C@@H]1[C@@H]2C(=O)N(c3ccc(Br)cc3)C(=O)[C@@H]2C2c3ccccc3C=CN21 (stereo not given in full) | 16
Cc1c(N(C(=O)Nc2ccccc2)C2=NCC(C)S2)c(=O)n(-c2ccccc2)n1C (stereo not given) | 10
Cn1c(Cn2c(C(F)(F)F)nc3ccccc32)nc2ccccc21 | 0
CNC(=S)Nc1ccc(OC)c(OC)c1 | 2
COCCCn1nnnc1SCC(=O)Nc1nc(C)c(C)s1 | 3
O=C(CSc1nnc(C2COc3ccccc3O2)o1)N1CCOCC1 (stereo not given) | -5
CCOC(=O)COc1nc(N(C)C)nc(N(C)C)n1 | -8
Cc1nc2nc[nH]n2c(=O)c1NC(=O)c1c(-c2ccccc2Cl)noc1C | 2
Cc1cc(C)cc(NC(=S)NCCN2CCOCC2)c1 | 3
NC(=O)CC(O)c1cccc(Cl)c1 (stereo not given) | -5
Cc1csc(SCC(=O)N2CCCC2)n1 | -2
O=C(COC(=O)COc1ccc(Cl)cc1)NC1CCCCC1 | 4
COc1ccc(-c2noc(CCC(=O)Nc3cc(Cl)c(OC)cc3OC)n2)cc1 | 6
CC(C)Oc1ccc(C(=O)NC2CCCCC2)cc1 | -1
COC(=O)CSc1nc2c(c(=O)n(C)c(=O)n2C)n1CCCc1ccccc1 | 1
O=C(CN1C(=O)c2ccccc2S1(=O)=O)N1CCN(c2ccccc2F)CC1 | 10
O=c1c2cnn(-c3ccccc3)c2ncn1Cc1ccco1 | 1
O=C(Nc1ccc(NC(=O)c2ccco2)nc1)c1ccccn1 | 13
CCOc1ccc(CNc2nc3ccccc3n2CCN2CCOCC2)cc1 | 8
COCCn1c(C)cc(C(=O)COC(=O)c2ccc3ncsc3c2)c1C | 0
O=c1c2c(-c3cccs3)csc2ncn1-c1ccccc1 | 1
CC12CN(C(=O)c3ccco3)CC(c3ccccc3)(CN(C(=O)c3ccco3)C1)C2=O | 2
Cc1noc(COc2ccccc2OCC(N)=O)c1Cl | -8
CCC(=O)Nc1ccc(NC(=O)c2ccco2)c(OC)c1 | 7
CC(C)(C)n1ncc2c(=O)n(CC(=O)OCc3ccccc3)cnc21 | 5
CCOC(=O)N1CCN(C(=O)NC23CC4CC(CC(C4)C2)C3)CC1 | 6
O=C(OCCN(C1=NS(=O)(=O)c2ccccc21)c1ccc(Cl)cc1)c1ccco1 | -5
CCOC(=O)c1nnn(CC(=O)Nc2cc(Cl)ccc2C)c1C(=O)OCC | 5
CCC1(C)Cc2c(sc3c2c2ncnn2c2nnc(SCC(=O)NCc4ccco4)n32)CO1 (stereo not given) | -8
CCC(=O)N/C=C/n1cnc2cc(C(F)(F)F)ccc21 | -2
CC1=C2C(=O)OC(c3ccoc3)C2(C)CCC1 (stereo not given) | -3
CC(=O)Nc1nc(-c2cccs2)cs1 | 1
Cc1ccccc1OCc1nc(-c2ccccc2)no1 | 5
COc1ccc(S(=O)(=O)N2CCCCCC2)cc1C(=O)OCC(=O)NCC(C)C | -1
Cc1cc(C)n2c(SCC(=O)N3CCN(S(=O)(=O)c4ccc(Cl)cc4)CC3)nnc2n1 | 15
O=C(c1ccco1)N1CCN(c2nc(C3CC3)nc3c2nnn3Cc2ccccc2Cl)CC1 | 7
COC(=O)C1=C(C)N(C)C(C)=C(C(=O)OC)C1c1ccsc1 | -8
COc1ccc(NC(=O)c2ccc(CN3CCN(c4ccccc4)CC3)cc2)cc1OC | -2
The listing continues:
SMILES | Artemis inh
OCCN=C(c1ccccc1)C12CN3CN(CN(C3)C1)C2 | -3
CC(=O)c1cccc(NC(=O)c2ccc(NS(=O)(=O)c3c(C)noc3C)cc2)c1 | 0
COC(=O)c1coc(-c2ccc(C)cc2)c1C(=O)OC | -3
Cc1c(CCC(C)C)c(-n2ccnc2C)n2c(nc3ccccc32)c1C#N | 0
Cc1nc2c3c4c(sc3n3c(SCC(=O)NCc5ccco5)nnc3n2n1)COC(C)(C)C4 | 5
O=C(Nc1cccc2ccccc12)N1CC=CCC1 | -2
O=C(CSc1nnc2ccccn12)NC(=O)NC1CCCCC1 | 2
C=CCn1c2ccccc2c2nnc(SCCCn3c(=O)[nH]c4ccccc43)nc21 | 25
CC(C)(C)n1ncc2c(=O)n(CC(=O)NCc3ccccc3)cnc21 | -1
CCN1C(=O)C(O)(CC(=O)c2cc(C)ccc2C)c2ccccc21 (stereo not given) | -8
